Assay outcomes deposited in PubChem BioAssay by several laboratories.
core dimer inh = inhibitors of HCV core protein dimerization, primary screen, biochemical, TR-FRET, high-throughput | inhibition, % at 5 µM | 300,000 tested, 0.33% active | TR-FRET GST/Flag-core106 dimerization, 1536-well | AID 1899, 2009;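 active means inhibition above the mean of all tested compounds plus 3 SD, set per screening campaign, cut at about 45% in these data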
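System – GST-tagged and Flag-tagged HCV core protein residues 1-106 · Repeats – one well for each compound · Technique – TR-FRET 671 and 617 nm emission · Doses – one concentration, 5 µM, in 0.5% DMSO · Times – 4 h, 22.5 °C incubation · Also added – Eu donor and XL665 acceptor anti-tag antibodies · Measure – percent inhibition of core106 dimerization signal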
Fh CTSL1 inh = Fasciola hepatica cathepsin L1 inhibitors, primary screen, counter-screen for PFM18AAP inhibitor project, biochemical, QFRET, fluorogenic peptide substrate; inhibition, % at 5.96 µM; recombinant F. hepatica cathepsin L1, Z-Leu-Arg-MCA fluorescence; 300,000 tested, 0.49% active; AID 1906, 2009;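 active means inhibition above the mean of all tested compounds plus 3 SD, set per screening campaign, cut at about 17% in these data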;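 further: 0% = plate median of test compound wells and 100% = 1 µM Z-Phe-Ala-diazomethylketone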
PP1 inh = PP1-alpha phosphatase inhibitors, primary screen, counter-screen for PP5 inhibitor project, biochemical, fluorescence, OMFP substrate, single point; Serine/threonine-protein phosphatase PP1-alpha catalytic subunit (Homo sapiens), P62136; purified PP1alpha; inhibition, % at 6.7 µM; 320,000 tested, 0.9% active; AID 2235, 2010;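 active means inhibition above the mean inhibition of all tested compounds plus 3 SD, computed separately for each screening campaign, cut at about 15% in these data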
Target sequence (P62136 whole entry, looked up): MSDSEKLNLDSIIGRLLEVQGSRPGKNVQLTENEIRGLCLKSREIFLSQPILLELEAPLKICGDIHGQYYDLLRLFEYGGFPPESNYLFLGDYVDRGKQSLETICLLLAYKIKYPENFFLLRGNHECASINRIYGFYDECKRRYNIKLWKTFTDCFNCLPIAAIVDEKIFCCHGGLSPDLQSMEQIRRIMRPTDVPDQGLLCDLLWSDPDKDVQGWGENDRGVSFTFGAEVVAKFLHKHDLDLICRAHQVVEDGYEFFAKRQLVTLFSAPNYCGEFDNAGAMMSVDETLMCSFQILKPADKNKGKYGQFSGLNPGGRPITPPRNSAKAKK
Efflux pump mplx = inhibitors of Candida efflux pumps in yeast, primary screen, S. cerevisiae, Nile Red, multiplex. S. cerevisiae Candida pump triplex. inhibition, % at 10 µM. 330,000 tested, 0.44% active;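 active means plate passing quality check with inhibition over a set limit, or well fluorescence over plate mean plus 4 SD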;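 further: Nile Red retained in pooled yeast measured as flow cytometry median fluorescence; 0% = buffer negative control and 100% = Enniatin B positive control; higher means more Nile Red kept so more efflux inhibition; some compounds called inactive have numbers as strong as hits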
proCasp7 act = procaspase-7 activators, primary screen, counter-screen for procaspase-3 activator project, biochemical, absorbance, HTS, human. Caspase-7 (Homo sapiens), P55210. activation, % at 8.5 µM. 330,000 tested, 0.093% active. recombinant procaspase-7, Ac-DEVD-pNA absorbance 405 nm; D23A/D198A/D206A triple mutant, cannot self-cleave; scale: DMSO 0, 5 µM enzyme 100;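 active means percent activation above the screen-wide mean plus 3 SD, cut at about 25% in these data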
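Detection: p-Nitroaniline absorbance at 405 nm, read at 0 and 120 min; system: Uncleavable procaspase-7 mutant enzyme; evaluation: % activation from two-timepoint absorbance difference, scaled to controls; times: 1 h enzyme–compound preincubation and 2 h substrate reaction, both 25 °C; buffer or medium: Zinc-free HEPES pH 7.4 with 300 mM NaCl, 0.01% Triton X-100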
procasp3 activ = activators of human procaspase-3 D3A mutant, primary screen, biochemical, absorbance, PC-3 D3A mutant, single concentration. Caspase-3 (Homo sapiens), P42574. recombinant procaspase-3 D3A, Ac-DEVD-pNA absorbance 405 nm. activation, % at 8.5 µM. 330,000 tested, 0.11% active;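 active means activation above the mean of all tested compounds plus 3 SD, cut at about 21% in these data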;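 further: 0% = DMSO alone and 100% = DMSO wells spiked with extra 5 µM PC-3 D3A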
Target sequence (P42574 whole entry D9A/D28A/D175A): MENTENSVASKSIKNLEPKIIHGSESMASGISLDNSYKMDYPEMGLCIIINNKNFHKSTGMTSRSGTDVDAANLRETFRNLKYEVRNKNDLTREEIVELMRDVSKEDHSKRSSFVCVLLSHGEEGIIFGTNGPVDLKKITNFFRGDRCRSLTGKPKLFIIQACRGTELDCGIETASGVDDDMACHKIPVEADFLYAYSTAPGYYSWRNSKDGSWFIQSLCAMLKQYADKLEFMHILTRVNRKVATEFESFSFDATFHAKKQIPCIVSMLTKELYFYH
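material = Procaspase-3 D3A mutant | probe or stimulus = Ac-DEVD-pNA | compound = single dose, 8.5 µM nominal compound, 0.8% DMSO | timing = 1 h preincubation, 2 h reaction | measured by = 405 nm absorbance of p-nitroaniline, reads at 0 and 120 min | benchmarks = DMSO-only low control, 5 µM PC-3 D3A high control | repeats = singlicate, each compound tested once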
TPT1 inh = Candida albicans TPT1 enzyme inhibitors, primary screen, biochemical, fluorescence polarization; tRNA 2'-phosphotransferase TPT1 (Candida albicans SC5314); recombinant caTPT1, FP RNA substrate dephosphorylation; inhibition, % at 5 µM; 300,000 tested, 0.81% active;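 active means inhibition above the mean of all tested compounds plus 3 SD, set per screening campaign, cut at about 24% in these data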;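 further: plate controls were DMSO alone for no effect and ferristatin control at 100 nM for full effect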
GASC-1 inh = inhibitors of GASC-1 histone demethylase, primary screen, biochemical, fluorescence, DELFIA europium. inhibition, % at 2.35 µM. Lysine-specific demethylase 4C (Homo sapiens), Q9H3R0. AID 2099, 2009. 330,000 tested, 0.069% active. GST-JMJD2C(1-420) H3K9me3 demethylation;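 active means more than half of a compound's replicate wells show inhibition beyond 50%, single wells judged on their own value; inconclusive means some, but no more than half, of replicates pass 50% inhibition; inactive means no replicate passes 50% inhibition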;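 further: signal counts dimethyl H3K9 product captured on neutravidin plate; 0% = median of DMSO wells and 100% = 0.3 times that DMSO median; strong numbers were not always called active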
PP5 primary = PP5 phosphatase inhibitors, primary screen, biochemical, fluorescence; purified PP5c, OMFP substrate fluorescence; inhibition, % at 6.7 µM; 320,000 tested, 0.18% active; AID 1987, 2009;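 active means inhibition above the campaign's mean inhibition across all tested compounds plus 3 SD, cut at about 9.5% in these data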;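 further: 0% = DMSO only and 100% = 100 µM cantharidin control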
Target sequence (P53041 whole entry, looked up): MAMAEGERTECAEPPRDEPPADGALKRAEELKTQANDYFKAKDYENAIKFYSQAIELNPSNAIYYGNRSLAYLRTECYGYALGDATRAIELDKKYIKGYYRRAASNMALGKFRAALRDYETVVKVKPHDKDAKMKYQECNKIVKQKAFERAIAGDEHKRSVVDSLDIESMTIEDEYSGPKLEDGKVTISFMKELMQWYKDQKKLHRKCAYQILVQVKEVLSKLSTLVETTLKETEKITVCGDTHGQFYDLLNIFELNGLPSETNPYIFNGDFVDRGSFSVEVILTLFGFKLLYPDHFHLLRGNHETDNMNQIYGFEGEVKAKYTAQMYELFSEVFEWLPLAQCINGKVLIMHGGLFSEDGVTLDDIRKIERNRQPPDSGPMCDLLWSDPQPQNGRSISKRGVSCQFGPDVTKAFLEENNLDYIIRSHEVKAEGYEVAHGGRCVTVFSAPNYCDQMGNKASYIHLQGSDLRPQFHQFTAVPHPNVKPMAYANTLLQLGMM
The depositor's hits bear a star; ? = inconclusive; · = no result given.

SMILES | core dimer inh | Fh CTSL1 inh | PP1 inh | Efflux pump mplx | proCasp7 act | procasp3 activ | TPT1 inh | GASC-1 inh | PP5 primary
CCC(=O)Nc1ccc(NC(=O)c2cccc(OC)c2)nc1 | 1 | 4 | 2 | -0.1 | 9 | 2 | -8 | -4 | -0.9
O=C(c1ccc(Cl)c(S(=O)(=O)N2CCOCC2)c1)N1CCN(c2ccccn2)CC1 | · | · | 1 | -0.3 | 3 | 2 | · | 0 | 0.5
COc1ccc(S(=O)(=O)N2CCOC2CNC(=O)C(=O)NCCc2ccccc2)cc1C (stereo unspecified) | 2 | -2 | -3 | -0.3 | 12 | -4 | -1 | 14 | -1.0
O=C(COC(=O)c1cc(=O)c2ccccc2o1)NC1CCCC1 | -14 | -2 | -2 | -0.4 | 5 | 9 | -2 | 1 | 0.3
O=C(COC(=O)Cc1ccccc1F)Nc1ccc(Cl)cn1 | 4 | -9 | -4 | 0.1 | 3 | 4 | 0 | 11 | 3.0
O=C(CCn1c(=O)sc2ccccc21)NCCCn1ccnc1 | 0 | -2 | -1 | -0.1 | 5 | 1 | -1 | 0 | -0.8
O=C(CCNS(=O)(=O)c1ccccc1)NNC(=O)c1csc(N2CCOCC2)n1 | -6 | -2 | -3 | -0.2 | 8 | 4 | 1 | -1 | 2.6
O=C(CCCN1C(=O)/C(=C/c2ccc(F)cc2)SC1=S)NC1CCS(=O)(=O)C1 (stereo unspecified) | 7 | 5 | 4 | 0.0 | -17 | -5 | 1 | 16 | 0.8
COC(=O)/C(C#N)=C/c1cc(C)sc1C | 0 | 4 | -2 | 0.0 | -2 | -1 | 0 | -6 | -2.4
Oc1ccccc1C(=S)N1CCN(C(=S)c2ccccc2O)CC1 | 0 | 9 | 0 | 0.0 | 8 | 2 | -2 | 2 | -10
Cc1ccc2c(CC(=O)OCC(=O)Nc3ccc(Cl)cn3)coc2c1 | 16 | -23 | 2 | -0.2 | 10 | 4 | 4 | 8 | 1.8
CCN1CCN(c2nc(N)c([N+](=O)[O-])c(Nc3cccc(C)c3)n2)CC1 | -8 | -1 | 1 | 0.6 | -1 | -4 | -3 | 1 | 0.2
CC1CCC(C(C)C)C(OC(=O)C[n+]2cc(-c3ccc(Cl)cc3)n3c2CCCCC3)C1 (stereo unspecified) | -3 | -1 | 1 | -0.1 | -1 | 8 | -1 | 10 | 3.0
C/C(=N\NC(=O)C1CC1)c1ccc(OC(F)F)cc1OC(F)F | -4 | -2 | 0 | -0.1 | 1 | 3 | 1 | -18 | 1.7
COc1ccc(NC(=O)CN(C)C(=O)Cc2ccc(-c3ccccc3)cc2)cc1 | · | · | 1 | 0.0 | 5 | 7 | · | 2 | 1.8
COC(=O)C(c1ccccc1)C(C(=O)OC)c1ccccc1 (stereo unspecified) | 9 | 0 | 1 | -0.2 | 1 | 2 | -2 | 7 | 2.8
O=S(=O)(Nc1ncccn1)c1ccc(-n2cnnn2)cc1 | 0 | -1 | -3 | 0.0 | 6 | 5 | 0 | 1 | -2.0
Cc1cc(C(=O)O)c(S(C)(=O)=O)s1 | -1 | -5 | -4 | 0.1 | 6 | 2 | 4 | 22 | 0.5
CC1(OC(=O)c2ccc(Cl)nc2)C(=O)C=C2C=C(c3ccsc3)OC=C2C1=O (stereo unspecified) | -9 | -3 | 8 | 0.2 | -13 | -2 | 19 | 6 | 2.3
Cc1ccccc1CS(=O)(=O)CCC(=O)NCCCN1CCOCC1 | -6 | -1 | -3 | 0.2 | 0 | -3 | 2 | -5 | 4.0
O=C(NC1CCCCC1)NC1CC2CCC(C1)N2C(=O)NCc1ccccc1 (stereo unspecified) | -6 | -2 | -2 | -0.1 | 10 | -6 | -3 | ? | -0.5
COc1cccc(CNC(=O)Cn2ccc3cc(S(=O)(=O)N4CCCC4)ccc32)c1OC | 2 | 0 | -6 | 0.2 | 5 | 2 | 1 | -2 | -0.6
CCOC(=O)N1CCN(Cc2cccs2)CC1 | 0 | 1 | -3 | 0.0 | 3 | -3 | 0 | · | 1.1
CC(C)Oc1ccc(C(=O)Nc2ccccc2N2CCCC2)cc1 | -3 | 0 | -3 | 0.1 | -1 | 4 | 0 | -18 | 1.1
COc1ccc(NC(=O)CSc2nnc(C3CC3)n2N)cc1 | -1 | 0 | -4 | -0.1 | 1 | 8 | 4 | 2 | -0.8
SMILES | core dimer inh | Fh CTSL1 inh | PP1 inh | Efflux pump mplx | proCasp7 act | procasp3 activ | TPT1 inh | GASC-1 inh | PP5 primary
C1=CC2CCC1ON2c1ccccc1 (stereo unspecified) | 1 | 4 | 0 | 0.1 | -5 | -2 | 2 | -3 | 0.9
CCN(CC)c1ccc(/C=N/NC(=O)C2CC2)cc1 | -42 | 9 | 14 | -0.2 | -3 | -2 | -2 | -10 | 0.3
Cc1ccnc(NS(=O)(=O)c2ccc(NC(=O)c3ccc(S(=O)(=O)N(C)C)cc3)cc2)n1 | 8 | 1 | 0 | -0.1 | 6 | 4 | 2 | 1 | 1.7
Cc1cnc(NC(=O)/C=C/c2ccc(Br)o2)s1 | 4 | 3 | -2 | 0.1 | -3 | 7 | 0 | 3 | -1.3
CCc1ccc(C(=O)/C=C/Nc2ccc(S(=O)(=O)Nc3cnc4ccccc4n3)cc2)cc1 | 2 | -2 | -4 | 0.0 | 13 | 7 | 3 | 4 | 9.0
Cc1cccc(NCCC(=O)c2ccc(Br)cc2)c1 | 0 | -3 | 0 | 0.1 | -7 | -17 | -4 | 0 | 1.5
Cc1nc(Cl)c2c(n1)N(CC(N)=O)C(=O)CO2 | 0 | 1 | -1 | -0.1 | 13 | 5 | -1 | -13 | 0.6
CN(C)C(=O)c1cc(C(=O)c2ccc(C(F)(F)F)cc2)c[nH]1 | -2 | -5 | 0 | -0.1 | -6 | 8 | -3 | -5 | 0.4
Cc1cc2c(cc1S(=O)(=O)CCC(=O)NC1CCC(C)CC1)OCC(=O)N2 (stereo unspecified) | -9 | 5 | 3 | -0.1 | -4 | -6 | -2 | 31 | 0.3
CN(CC(=O)Nc1ccc(S(N)(=O)=O)cc1)C1CCCCC1 | 2 | -3 | 1 | 0.0 | 3 | -3 | 1 | -2 | 2.3
COc1ccc(C(=O)N2CCN(C(=O)C3CCCO3)CC2)cc1[N+](=O)[O-] (stereo unspecified) | · | · | · | 0.2 | 9 | 13 | · | 4 | ·
CCOC(=O)c1c(N)sc(C(=O)N(C)C)c1C | 0 | 3 | -2 | 0.0 | 2 | 2 | -3 | 5 | 2.7
Cn1c(=O)n(C)c2cc([N+](=O)[O-])c(N3CCN(S(C)(=O)=O)CC3)cc21 | -4 | 4 | -1 | 0.2 | 6 | -5 | 1 | -17 | -1.5
Clc1nc(NCc2cccnc2)nc(N2CCOCC2)n1 | 0 | -1 | 0 | -0.1 | -4 | 2 | -9 | 25 | -2.0
O=C(CN1CCN(Cc2ccc(F)cc2Cl)C1=O)NCCc1ccccc1 | 2 | -5 | -6 | 0.2 | 2 | 8 | -2 | -4 | -1.1
CCCSc1ccc(-c2nn(-c3ccccc3)cc2/C=C(/C#N)C(=O)NCCCOC)cc1 | -6 | 4 | 2 | 0.0 | 7 | 0 | -1 | 3 | -0.3
Cc1ccc(Nc2nc3ccccc3nc2-n2nc(C)cc2C)cc1 | -6 | 5 | 4 | -0.2 | 1 | 3 | -1 | 2 | -0.9
Cc1cc(O)c(C2(O)C(=O)Nc3cc(Br)ccc32)cc1C (stereo unspecified) | -13 | 9 | 2 | 0.2 | -4 | -4 | -1 | -5 | 1.2
CC(NC(=O)CNC(=O)c1sc2ccccc2c1Cl)c1ccc(S(N)(=O)=O)cc1 (stereo unspecified) | 3 | -1 | -1 | -0.2 | 5 | -12 | -1 | -6 | -1.3
Cc1cc(C)n(-c2ncc(-c3ccccc3)nn2)n1 | -8 | 2 | 0 | -0.2 | 4 | 12 | -2 | 8 | -0.9
C=CCn1c(SCn2nnc3ccccc3c2=O)nnc1C1CCCCC1 | 1 | -15 | 3 | 0.1 | 5 | -2 | -1 | -11 | -0.9
O=C(CSc1nnc2scc(-c3ccccc3)n12)Nc1ccc2c(c1)OCCO2 | 0 | -2 | 1 | 0.4 | 1 | 2 | 3 | 4 | 2.7
CC(NC(=O)OCc1ccccc1)C(=O)OCN1C(=O)c2ccccc2C1=O (stereo unspecified) | -6 | -19 | 0 | 0.0 | 3 | 2 | -7 | -3 | 2.3
Cc1cccc(N2C(=O)CCC2=O)n1 | -4 | -2 | -2 | 0.1 | 11 | 1 | 1 | 5 | 0.9
Nc1nc(SCC(=O)Nc2c(Br)cc([N+](=O)[O-])cc2Br)n[nH]1 | -8 | -1 | 1 | 0.1 | 4 | -10 | 3 | -4 | 0.1
SMILES | core dimer inh | Fh CTSL1 inh | PP1 inh | Efflux pump mplx | proCasp7 act | procasp3 activ | TPT1 inh | GASC-1 inh | PP5 primary
CCOC(=O)N1CCN(c2c(-c3ccc(C)cc3)c(=O)c2=O)CC1 | -2 | 2 | -1 | -0.1 | 9 | 12 | -1 | 9 | 2.4
CCOC(=O)/C=C/[C@H]1Cc2ccccc2CO1 | · | · | 1 | 0.4 | -6 | -6 | · | 2 | 1.9
CCCCn1c(/N=C/c2cc(OC)ccc2O)nc2ccccc21 | -2 | 1 | -3 | 0.0 | -2 | 7 | -4 | -1 | 3.9
Cn1c(CSc2ccccc2)c(C#N)c2ccccc21 | -1 | 4 | -1 | -0.1 | -3 | 9 | -7 | 4 | 0.2
COc1cccc(C2(c3cccc(OC)c3)CC2C(=O)Nc2ccc(F)cc2)c1 (stereo unspecified) | 0 | 0 | 9 | 0.0 | 1 | -8 | -2 | 14 | 2.4
O=C(O)c1ccc(/C=C2\SC(=S)N(NC(=O)c3ccc(Br)cc3)C2=O)cc1 | 9 | -5 | 2 | -0.1 | -9 | -6 | 5 | 2 | -0.9
COc1ccccc1C/C(N)=N/OC(=O)c1cccs1 | -3 | -6 | -2 | -0.1 | 6 | 4 | 0 | -4 | -1.3
